GLD-1 RNA inh: GLD-1/TGE RNA complex disruptors, primary screen, biochemical, fluorescence polarization | purified GLD-1 + fluorescein TGE RNA | inhibition, % at 5.96 µM | hit rate 0.44% among 320,000 | AID 2280, 2010;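 active = percent inhibition above a per-plate cutoff, the plate mean of test compounds plus 3 SD, cut at about 30% in these data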;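 also: 0% = DMSO wells with GLD-1 and probe and 100% = wells lacking GLD-1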
PAFAH1B2 inh: PAFAH1B2 enzyme inhibitors, primary screen, biochemical, fluorescence polarization, human; Platelet-activating factor acetylhydrolase IB subunit alpha2 (Homo sapiens), P68402; recombinant PAFAH1B2, FP-rhodamine activity probe; inhibition, % at 3.39 µM; hit rate 1.2% among 340,000;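 active = inhibition above the mean of all tested compounds plus 3 SD, cut at about 24% in these data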;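 also: 0% = enzyme with DMSO and 100% = wells lacking PAFAH1B2; many of its hits are not listed in these tables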
Target sequence (P68402 whole entry, looked up): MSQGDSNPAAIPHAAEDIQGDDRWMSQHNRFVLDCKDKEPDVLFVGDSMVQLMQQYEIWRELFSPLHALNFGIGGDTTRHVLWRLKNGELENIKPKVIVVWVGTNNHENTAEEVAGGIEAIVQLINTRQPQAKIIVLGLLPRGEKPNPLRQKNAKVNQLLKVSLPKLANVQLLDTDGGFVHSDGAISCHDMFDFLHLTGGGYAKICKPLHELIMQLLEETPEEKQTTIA
PME-1 primary: PME-1 inhibitors via competitive probe labeling, primary screen, biochemical, fluorescence polarization, FP-Rh probe, HTS; Protein phosphatase methylesterase 1 (Homo sapiens), Q9Y570; recombinant PME-1; inhibition, % at 5.9 µM; hit rate 0.53% among 320,000;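 active = inhibition above the campaign mean of all compounds plus 3 SD, cut at about 26% in these data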;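 also: competitive labeling of PME-1 active site by serine hydrolase directed probe; 0% = PME-1 with DMSO and 100% = wells lacking PME-1 enzyme; inhibitors block probe labeling so polarization falls and inhibition rises; many of its hits are not listed in these tables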
AHR activator: AHR activators, primary screen, cell-based, luminescence, luciferase reporter, human | activation, % at 5 µM | AID 2796, 2010 | hit rate 2.5% among 320,000 | Aryl hydrocarbon receptor (Homo sapiens), P35869 | AHR-responsive luciferase reporter cells; in the data active = activation above about 47%;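 also: 0% = vehicle wells and 100% = reference agonist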
MEX-5 binding: MEX-5 zinc finger RNA-binding disruptors – biochemical, C. elegans, fluorescence polarization, MLPCN library, primary screen; Zinc finger protein mex-5 (Caenorhabditis elegans), Q9XUB2; MEX-5/FITC-TCR2 RNA binding; active compounds read low; activity score (negative = inhibition of binding), % at 10 µM; hit rate 0.38% among 300,000;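 active = inhibition past about -25% in most replicates, and total fluorescence under double the plate's negative control median, limit read from the data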;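 also: 0% = DMSO and -100% = 5 µM competing unlabeled TCR2 RNA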
Target sequence (Q9XUB2 whole entry, looked up): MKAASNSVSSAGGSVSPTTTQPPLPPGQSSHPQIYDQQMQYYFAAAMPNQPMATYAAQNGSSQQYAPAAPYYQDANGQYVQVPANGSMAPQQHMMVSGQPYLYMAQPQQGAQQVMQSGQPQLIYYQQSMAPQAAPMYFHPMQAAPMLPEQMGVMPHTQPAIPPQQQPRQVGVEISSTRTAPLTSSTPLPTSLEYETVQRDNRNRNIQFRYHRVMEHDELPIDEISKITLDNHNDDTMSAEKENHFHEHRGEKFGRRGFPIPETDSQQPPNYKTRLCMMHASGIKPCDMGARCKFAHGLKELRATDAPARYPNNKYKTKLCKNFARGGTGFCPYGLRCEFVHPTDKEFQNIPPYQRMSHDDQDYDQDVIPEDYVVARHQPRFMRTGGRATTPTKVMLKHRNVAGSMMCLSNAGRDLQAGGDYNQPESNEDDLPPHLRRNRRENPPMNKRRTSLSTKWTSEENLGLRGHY
MCL1 BIM primary: inhibitors of MCL1 binding to BIM-BH3, primary screen, biochemical, fluorescence polarization. GST-MCL1 / FITC-Bim-BH3 fluorescence polarization. Induced myeloid leukemia cell differentiation protein Mcl-1 (Homo sapiens), Q07820. AID 2057, 2009. inhibition, % at 10.9 µM. hit rate 0.68% among 320,000;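 active = inhibition above the mean inhibition of all tested compounds plus 3 SD, set per campaign, cut at about 40% in these data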;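 also: 0% = DMSO wells and 100% = unlabeled Bim-BH3 peptide control; higher means more loss of mP so more displacement of Bim peptide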
pPAFAH FP inh: pPAFAH enzyme inhibitors, primary screen, biochemical, fluorescence polarization, human; recombinant pPAFAH, FP-rhodamine probe fluorescence polarization; inhibition, % at 3.39 µM; hit rate 1.5% among 330,000;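 active = inhibition above the mean inhibition across the screen plus 3 SD, cut at about 25% in these data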;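 also: inhibitors block binding of the rhodamine activity-based probe so polarization drops; 0% = enzyme with DMSO and 100% = wells lacking pPAFAH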
Fam108B inh: mouse Fam108B serine hydrolase inhibitors, primary screen, counter-screen for RBBP9 inhibitor project, biochemical, fluorescence polarization; recombinant Fam108B, FP-Rh probe fluorescence polarization; inhibition, % at 9.51 µM; hit rate 0.33% among 300,000;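 active = inhibition above the screen mean inhibition plus 3 SD, computed separately per campaign, cut at about 18% in these data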;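 also: inhibitors lower polarization as less probe binds the enzyme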
Bcl-xL primary: inhibitors of human Bcl-xL, primary screen, biochemical, fluorescence polarization, HTS; Bcl-2-like protein 1 (Homo sapiens), Q07817; inhibition, % at 10.9 µM; GST-Bcl-xL / FITC-Bim BH3 peptide fluorescence polarization; hit rate 0.7% among 320,000;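 active = inhibition above the mean of all tested compounds plus 3 SD, cutoff set per campaign, cut at about 30% in these data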;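 also: 0% = DMSO wells and 100% = unlabeled Bim-BH3 peptide competitor; inhibitors lower millipolarization by displacing the labeled peptide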
Target sequence (Q07817 whole entry, looked up): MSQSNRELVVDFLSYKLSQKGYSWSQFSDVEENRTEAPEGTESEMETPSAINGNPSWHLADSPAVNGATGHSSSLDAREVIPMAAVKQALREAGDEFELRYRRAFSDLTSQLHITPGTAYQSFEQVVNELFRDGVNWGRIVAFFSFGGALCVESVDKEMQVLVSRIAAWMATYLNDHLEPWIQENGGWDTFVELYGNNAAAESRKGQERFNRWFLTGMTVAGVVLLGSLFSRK
Starred values were filed as active, the others as inactive; . = not tested or not shown; & = joins results of further samples.

Under each structure: GLD-1 RNA inh, PAFAH1B2 inh, PME-1 primary, AHR activator, MEX-5 binding, MCL1 BIM primary, pPAFAH FP inh, Fam108B inh, Bcl-xL primary
- O=C(CSc1nc2ccccc2c(=O)[nH]1)Nc1ccc(C(=O)O)cc1
→ 2, 1, -13, -1, -0.4, 2, 4, 0, 5
- N#Cc1ccccc1OCC(=O)NNC(=O)CCC1CCCC1
→ 3, 6, ., 2, ., ., 16, ., .
- O=C(CNC(=O)c1ccccc1)c1ccccc1
→ 8, 2, 1, -1, -0.3, -7, 4, 1, 0
- Cc1cccc(C(=O)N2CCN(c3ncnc4c3cnn4-c3ccccc3)CC2)c1
→ 5, -4, 7, 2, -0.9, -5, -1, 2, 2
- O=S(=O)(O)c1cccc2cccc(Nc3ccccc3)c12
→ 7, 5, 9, 0, -11, 21, 22, 8, 11
- CN1CCN(C(=O)/C(=C/c2cn(S(=O)(=O)N(C)C)c3ccccc23)NC(=O)c2ccccc2F)CC1
→ -1, 1, 5, -1, ., 1, 2, 0, 4
- COc1ccc(/C=N/Nc2ccccn2)cc1OC
→ 0, ., 3, 11, -1.2, 12, 2, 0, 1
- CC(OC(=O)C1CCCCC1)C(=O)Nc1ccc(S(N)(=O)=O)cc1 (stereo not given)
→ 1, 2, 1, 0, ., 4, -3, ., 3
- Cn1cnnc1SCc1ccc(C#N)cc1
→ 4, 6, 0, 1, -0.6, 3, 3, -1, 3
- Cc1nn2c(N3CCN(CCO)CC3)c3c(nc2c1-c1ccccc1)CCCC3
→ 1, 0, 12, -1, ., 6, 2, 5, 5
- Cc1ccc(SCC(=O)OCC(=O)NCc2cccs2)cc1C
→ 6, 4, -7, -2, -3.0, 2, 12, 1, 1
- C=CCn1c(C)nnc1SCC(=O)NC1CCCCC1
→ 6, 0, -4, 3, 1.4, 6, -2, -2, 0
- CC(=O)Oc1ccc(/C=N\NC(=O)c2cc3c(ccc4ccccc43)o2)cc1
→ 7, 3, -4, 18, -2.4, -6, 8, -9, -1
- O=S(=O)(c1ccccc1)N1CCN(C(=S)NCCCN2CCOCC2)CC1
→ 1, 2, 3, 0, 0.1, 6, 3, -3, 5
- C/C(CCN1CCc2nc(-c3ccccc3)c(-c3ccccc3)cc2C1)=N\OC[C@@H](C)[C@H](OCc1ccccc1)C(C)C
→ -13, ., 1, 5, 2.3, -4, 0, 6, 1
- CCCN(CC(=O)Nc1ccccc1C)C(=O)c1ccc(C(=O)c2ccccc2)cc1
→ 5, 0, 5, 4, 1.1, 4, 4, -1, 3
- CCOC(=O)Nc1ccc(S(=O)(=O)N(C)C(C)C)cc1
→ -9, 1, 2, 4, 0.7, 5, -1, 3, 5
- COc1ccc(-c2cnc(NCc3cc4c(cc3[N+](=O)[O-])OCO4)n2C)cc1
→ -4, 6, 6, 4, -2.0, 0, 9, -1, 6
- CCN(CC)C(=O)c1sc(NC(=O)c2cccs2)c(C#N)c1C
→ -11, 2, 2, -1, 0.6, 4, 0, 9, 3
- Cc1nc(-c2ccccc2)[nH]c(=O)c1Oc1ccc(Cl)cc1Cl
→ -5, 14, -4, -3, 1.3, 7, 3, 3, 6
- Cc1ccc(C(C)C)c(OCCNS(C)(=O)=O)c1
→ 6, 2, -1, -1, -1.5, -4, 3, -2, 1
- Cc1noc(C)c1NC(=O)N(C)C[C@H]1Oc2c(NS(=O)(=O)c3cn(C)cn3)cccc2C(=O)N([C@H](C)CO)C[C@@H]1C
→ 2, -4, ., 1, ., ., -3, ., .
- O=[N+]([O-])c1ccc(OCc2cnc(Cl)s2)c([N+](=O)[O-])c1
→ 7, 2, 9, 3, -0.5, 5, 0, 2, 5
- COc1cc(-c2[nH]ncc2CN2CCSCC2)cc(OC)c1OC
→ 0, 8, -2, 5, 0.5, 5, 3, -3, -1
- Cc1cnc(C(=O)OC(C)C(=O)NC2CCCc3ccccc32)cn1 (stereo not given)
→ 2, 4, 3, 0, -3.1, -3, -2, 2, 2
- CC(C)OC(=O)N(C)c1ccc(C(O)(C(F)(F)F)C(F)(F)F)cc1
→ -2, 8, -1, 3, -0.8, 1, 5, 1, 1
- Cc1cccc(NC(=O)C2CCN(S(=O)(=O)c3c(C)[nH]c(=O)[nH]c3=O)CC2)c1
→ 1, -1, -2, 0, 0.2, -3, 3, -2, 3
- CCOC(=O)NCc1ccc(Cl)c(Cl)c1
→ 5, -3, 2, -3, 1.9, 2, 2, -4, 2
- CN1C2C=C(N(CCc3c[nH]c4ccccc34)C(=O)c3ccc(Cl)cc3)CC1CC2 (stereo not given)
→ 4, 11, 0, 16, 1.2, -3, 2, 5, 2
- Cc1cc(SCc2ccccc2F)nc(=O)[nH]1
→ -4, 2, -8, -2, -0.6, 2, 19, 2, -1
- Cc1cc(C(=O)Nc2nc3c(s2)CCCC3)no1
→ 6, 4, -4, 9, -0.3, 9, 3, 0, 2
- O=C(COC(=O)C1=Cc2ccccc2OC1)NCc1ccccc1
→ 2, 2, 8, 0, -3.1, 2, 3, 5, 3
- CN(C)S(=O)(=O)c1ccc(C(=O)OCc2nnc(-c3ccccc3)o2)cc1
→ 8, 4, 0, 3, 4.7, 5, 0, -5, -7
- O=C(CNC(=O)c1sc2ccccc2c1Cl)OCc1ccccc1
→ -1, 0, 1, 3, -0.8, -1, 10, -4, -5
- CC1CC(C)CN(CCCNC(=O)CCC(=O)N2CCOc3ccccc32)C1 (stereo not given)
→ 5, 5, 2, 2, -0.2, 4, -3, -1, 1
- CCOC(=O)Cc1csc(N/N=C/c2ccc(Cl)cc2)n1
→ 3, -1, 4, -9, -1.0, 5, 7, 3, 4
- Cc1cccc(NC(=O)COc2ccc(/C=N\n3cnnc3)cc2)c1
→ 4, -4, -4, -1, -3.6, 1, 0, 0, 4
- Cc1nc(N)c(C#N)c(-c2cccnc2)c1C
→ 5, 1, 4, 11, -4.7, -3, 4, 0, 1
- COc1ccc(N2CCN(CCCNC(=O)c3cc4sccc4n3C)CC2)cc1
→ -8, -1, -1, -1, 0.2, -10, 5, 1, -1
- Cc1ccccc1OCC(O)CN1CCN(c2ccc(Cl)cc2)CC1 (stereo not given)
→ -9, 5, -2, 0, -0.7, 3, 8, 7, 4
- COCCCNC(=O)C1CC(=O)OC1c1ccc(OC)c(OC)c1 (stereo not given)
→ 1, 4, -19, 8, 0.3, 8, -3, 1, 7
- CN(C)c1ccc(-c2cccc(C3CC=CC4C3C(=O)N(Cc3ccccc3)C4c3ccc4ccccc4c3)c2)cc1 (stereo not given)
→ 5, -3, -3, 2, 3.3, -3, 3, -1, -4
- CCOC(=O)C1=C(Nc2ccccc2)CC(C)(O)C(C(=O)OCC)C1c1ccc(Cl)cc1 (stereo not given)
→ 8, 1&5, -2, 1, ., 4, 2, -2, 4
- Cn1nc(-c2ccc(C(=O)Nc3cccnc3)cc2)c2ccccc2c1=O
→ 5, 1, -3, -4, 1.9, 8, 1, -1, 4
- Cc1ccc(CCNC(=O)C2CCCN(c3ncnc4c3nc3n4CCCCC3)C2)cc1 (stereo not given)
→ 9, 0, 10, 2, 1.3, 1, 3, 6, 1
- CC(Oc1ccc(Cl)cc1Cl)c1nc(-c2ccccn2)no1 (stereo not given)
→ -2, 2, 2, 6, 0.9, 2, 8, -2, 2
- CC(C)CCNC(=O)C1CC(c2ccccc2C(F)(F)F)=NO1 (stereo not given)
→ 3, 4, -1, 1, 1.3, 10, 1, -4, 5
- COc1cc(OC)cc(C(=O)Nc2nc3ccc(S(C)(=O)=O)cc3s2)c1
→ -5, -2, -16, 49*, 0.0, 0, -15, -5, 4
- CCCc1cc(=O)oc2c(CNc3ccc(OCC)cc3)c(O)ccc12
→ 1, 0, 4, 6, -9.0, 8, 11, 5, 7
- CCn1c(SCC(=O)NCCOC)nc2sc3c(c2c1=O)CCCC3
→ -3, 6, 8, 3, 2.4, -6, -2, 3, -2

(further entries)
Under each structure: GLD-1 RNA inh, PAFAH1B2 inh, PME-1 primary, AHR activator, MEX-5 binding, MCL1 BIM primary, pPAFAH FP inh, Fam108B inh, Bcl-xL primary
- CCOC(=O)c1c(NC(=O)c2ccc(S(=O)(=O)N(C)CC3CCCO3)cc2)sc2c1CC(C)(C)NC2(C)C (stereo not given)
→ -3, 2, 1, -1, 3.3, 5, 3, 1, 0
- Cn1c(=O)c2c(nc(Br)n2C)n(C)c1=O
→ -1, 4, -5, 7, 2.3, -6, 8, -4, 0
- Cc1ccc(Nc2nc(N)c([N+](=O)[O-])c(N3CCCC(C)C3)n2)cc1C (stereo not given)
→ -3, 4, -6, 51*, -1.3, 2, 4, -2, 5
- CC(C)(C)n1nc(Cc2cccc3ccccc23)c2c(N)ncnc21
→ 2, 2, 1, 12, 1.7, 6, -3, 1, 4
- CCOc1ccc(NC(=O)CN2CCCC2c2cccs2)cc1S(=O)(=O)N1CCCC1 (stereo not given)
→ -4, 7, 3, 0, ., -6, 5, ., 1
- S=c1[nH]nc(-c2cc(-c3ccccc3)n[nH]2)n1/N=C/c1cccs1
→ 5, 11, 7, 132*, -0.2, -16, 18, 3, -33
- O=C(Nc1ccc(Cl)c(Cl)c1)Nc1ccc(N2CCCC2)c(S(=O)(=O)Nc2ccccc2Cl)c1
→ 4, 4, 15, 1, -3.1, 1, 11, 16, 5
- Cc1cc(C)cc(C(=O)NC(CC(N)=O)c2ccc(N3CCN(c4ccccc4)CC3)c([N+](=O)[O-])c2)c1 (stereo not given)
→ 10, 1, 1, 1, -0.2, 1, 9, -2, 1
- COc1cc(NS(=O)(=O)c2ccc(NC(=S)Nc3ccccc3)cc2)nc(OC)n1
→ 7, 8, 4, -4, 0.3, 4, 6, 3, -4
- S=C(NCc1ccco1)N1CCN(Cc2ccco2)CC1
→ 3, 1, -11, -6, 0.4, 4, 9, 2, 4

Source: PubChem

An excerpt. The share of hits here may be higher or lower than overall.
